# Bioassay records: PubChem, The Scripps Research Institute Molecular Screening Center
# CHO parental Ca: counter-screen: ATP calcium response change in parental CHO cells; parental CHO-K1, ATP-induced calcium, Fluo-8 fluorescence; inhibition, % at 5.6 µM; 330,000 tested, 0.63% active;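 active = inhibition above that plate's mean sample inhibition plus 3 SD, cut at about 26% in these data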;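 also: 0% = ATP-challenged DMSO wells and 100% = DMSO wells without ATP; some compounds past the cut are filed as inactive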
#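 Material – parental CHO cells · Reagent – ATP stimulus · Compound – single nominal dose of 5.6 µM per compound · Detection – Fluo-8 fluorescence · Read-out basis – percent inhibition of calcium signal · Controls – ATP-challenged DMSO wells low, unchallenged DMSO wells high · Repeats – no replicates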
# TAAR1 agonist: agonists of human TAAR1; 360,000 tested, 0.99% active; activation, % at 3 µM; CHO RD-HGA16 TAAR1, Fluo-8 calcium fluorescence; vehicle wells 0%, saturating PEA agonist 100%;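 active = activation above the mean activation of all test compounds in the run plus 3 SD, cut at about 38% in these data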
# Target sequence (Q96RJ0 whole entry, looked up): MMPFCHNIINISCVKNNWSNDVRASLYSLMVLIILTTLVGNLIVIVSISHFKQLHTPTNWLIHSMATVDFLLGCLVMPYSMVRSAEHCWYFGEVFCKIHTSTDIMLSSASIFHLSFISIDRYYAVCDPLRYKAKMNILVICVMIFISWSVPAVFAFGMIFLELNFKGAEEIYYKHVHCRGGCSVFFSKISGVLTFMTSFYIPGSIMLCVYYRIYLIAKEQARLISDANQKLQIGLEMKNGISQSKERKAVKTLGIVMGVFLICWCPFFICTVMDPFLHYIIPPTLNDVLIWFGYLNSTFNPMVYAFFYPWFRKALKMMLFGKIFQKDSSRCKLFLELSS
#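 System: CHO-derived RD-HGA16 cells with stable Gα16 and human TAAR1 / Times: 17-24 h plating, Fluo-8 75 min 37 °C, 30 min RT / Technique: calcium-sensitive Fluo-8 signal, excitation 470-495, emission 515-575 nm / Measure: % activation relative to PEA EC100 response / Benchmarks: DMSO and PEA EC100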
# CHRM1 antagonist: blocks human M1 muscarinic receptor; 360,000 tested, 1.3% active; P11229; inhibition, % at 3 µM; AID 588852; CHO-K1 hM1, Fluo-8 calcium fluorescence, ACh EC80 antagonist;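 active = percent inhibition above its own plate's cutoff, namely the mean of that plate's compound wells plus 3 SD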;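 also: peak over basal fluorescence ratio during 140 s after agonist addition; 0% = ACh EC80 plus DMSO and 100% = DMSO alone without agonist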
# Target sequence (P11229 whole entry, looked up): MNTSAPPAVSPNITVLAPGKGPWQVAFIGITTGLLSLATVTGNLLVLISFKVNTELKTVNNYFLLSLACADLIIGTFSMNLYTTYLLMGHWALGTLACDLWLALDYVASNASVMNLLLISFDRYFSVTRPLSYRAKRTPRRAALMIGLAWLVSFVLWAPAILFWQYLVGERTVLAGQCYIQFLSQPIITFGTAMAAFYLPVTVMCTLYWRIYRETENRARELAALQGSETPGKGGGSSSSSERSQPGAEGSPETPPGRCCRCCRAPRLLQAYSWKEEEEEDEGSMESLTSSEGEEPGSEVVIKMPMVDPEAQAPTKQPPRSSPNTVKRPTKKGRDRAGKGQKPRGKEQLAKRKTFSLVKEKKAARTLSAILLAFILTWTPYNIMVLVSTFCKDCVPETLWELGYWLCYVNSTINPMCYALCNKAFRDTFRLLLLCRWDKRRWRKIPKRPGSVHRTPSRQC
# CHO-K1 Ca antag: nonselective inhibitor or artifact in parental CHO-K1 cells | inhibition, % at 3 µM | 360,000 tested, 0.6% active | AID 602250 | ATP-induced calcium, Fluo-8 fluorescence;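 active = inhibition above a per-plate cutoff, the plate's mean sample inhibition plus 3 SD, cut at about 24% in these data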;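 also: 0% = DMSO plus EC80 ATP and 100% = DMSO alone without ATP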
# TAAR1 antagonist: antagonists of human TAAR1; Q96RJ0; inhibition, % at 3 µM; CHO RD-HGA16 TAAR1, Fluo-8 calcium fluorescence, antagonist; 360,000 tested, 1.5% active; AID 624466;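 active = inhibition above a per-plate cutoff, the mean inhibition of test compounds on that plate plus 3 SD, cut at about 49% in these data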;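 also: 0% = DMSO plus EC80 beta-PEA response and 100% = DMSO alone without agonist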
#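 Assay system: RD-HGA16 CHO cells with stable hTAAR1 and Gα16 / Reagent: EC80 β-phenethylamine stimulus / Doses: 3 µM, single point / Timing: dye loading 75 min at 37 °C, then 30 min room temperature / Measured by: Fluo-8 intracellular calcium dye fluorescence, real-time kinetic reads / Controls: vehicle wells and EC80 agonist wells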
# CHRM1 agonist: agonists of human M1 muscarinic receptor | CHO-K1 hM1, Fluo-8 calcium fluorescence, agonist mode; 0% DMSO, 100% acetylcholine EC100 | 360,000 tested, 0.33% active | P11229 | activation, % at 3 µM;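 active = activation above the run's mean compound activation plus 3 SD, cut at about 16% in these data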;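 also: peak over basal fluorescence ratio within a 140 s kinetic read after compound addition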
# CHRM1 PAM: potentiates human M1 receptor response to acetylcholine; CHO-K1 hM1, Fluo-8 calcium fluorescence, ACh EC20; 0% = ACh EC20, 100% = maximal ACh; activation, % at 3 µM; 360,000 tested, 0.088% active; AID 588819; in the data active = activation above about 19%, passing the limit was not always enough
# M1 ag parental: M1 agonist counterscreen hit in parental CHO-K1 cells; AID 602248; Fluo-8 calcium fluorescence; scaled to maximal ATP response, vehicle zero; 360,000 tested, 0.48% active; activation, % at 3 µM; in the data active = activation above about 15%;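 also: untransfected CHO-K1 host cells lacking M1 receptor as counterscreen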
# CHO-K1 Ca PAM: nonselective activator or artifact in parental CHO-K1 calcium assay. ATP EC20, Fluo-8 calcium fluorescence; 0% at ATP EC20, 100% at ATP max. activation, % at 3 µM. 360,000 tested, 0.02% active;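 active = activation above the run cutoff, the mean activation of all test compounds plus 3 SD, cut at about 40% in these data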;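 also: peak over basal fluorescence ratio in a 140 s read after ATP addition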
# Starred values were filed as active, the others as inactive; · = not tested or not shown.
SMILES,CHO parental Ca,TAAR1 agonist,CHRM1 antagonist,CHO-K1 Ca antag,TAAR1 antagonist,CHRM1 agonist,CHRM1 PAM,M1 ag parental,CHO-K1 Ca PAM
COc1ccc(Cl)c2sc(N(CCN(C)C)C(=O)C3=COCCO3)nc12,·,2,-5,0,11,-7,7,0.9,21
Cc1ccc(/C=C/c2ccc(=O)n(Cc3ccc(Cl)cc3Cl)n2)cc1,-12,-1,-6,2,6,-2,6,-0.5,-5
Nc1c(/C=C2\C=Nc3ccccc32)c(=O)nc2sc(CC(=O)N3CCOCC3)nn12,-4,0,-11,-12,-28,-2,9,1.1,4
Cc1ccc(OCCC(=O)OCC(=O)N2CCN(S(=O)(=O)c3ccc(C)cc3)CC2)cc1,1,5,-7,-8,-21,3,8,11,1
Cc1cccn2c(=O)c3cc(C(=O)N4COCC4(C)C)n(C)c3nc12,-10,5,-8,-1,9,-3,7,0.4,9
COc1nc(Nc2cccc(F)c2)nc(OC)n1,-7,0,-12,-1,-16,-2,11,0.1,6
CC(C)c1cc(=O)n2c(nc3ccccc32)[nH]1,-11,3,-24,11,-2,0,20,0.0,-15
O=C(Nc1ccc2sccc2c1)c1ccc(Cl)s1,-11,0,2,-4,25,-8,-10,1.2,21
COCCN(C)Cc1cn(-c2ccc(F)cc2F)nc1-c1ccccc1C,-20,1,-11,-4,-7,-7,11,-0.1,8
CCC(C(=O)NCc1ccncc1)c1ccccc1 (stereo not given),-7,0,14,9,5,-14,-12,0.2,-13
O=C(CSCC(=O)OCC(=O)N1CCN(C(=O)c2ccco2)CC1)Nc1ccc(Cl)cc1,·,2,-13,13,-27,-2,9,0.9,-1
CCCc1nnc(NC(=O)Cn2c(=O)oc3ccccc32)s1,2,20,-2,-10,12,2,6,3.3,20
CC(=O)Nc1ccc(NC(=O)CSc2nc3ccccc3nc2N2CCCCC2)cc1,-14,2,-2,-4,-25,-1,2,0.4,0
COc1ccccc1C(=O)NCC(=O)N/N=C/c1cc(Br)ccc1OCc1ccccc1,-10,5,7,-1,49*,-6,-3,3.0,18
O=C(O)c1ccc(/C=C/c2nc3ccccc3c(=O)[nH]2)cc1,4,10,-14,-9,-8,-4,9,1.1,8
COc1ccc(C(CNS(=O)(=O)c2ccc(NC(C)=O)c(OC)c2)N2CCCC2)cc1 (stereo not given),-3,4,-12,-11,-2,-6,3,-0.5,12
COc1ccc(C)cc1NC(=O)CSc1nnc(CC(=O)Nc2ccccc2C)n1C,-14,4,-1,-10,-16,-1,7,0.0,-5
CC(=O)N1CCOc2cc(S(=O)(=O)NCc3ccc(F)cc3)c(C)cc21,-5,2,6,3,5,-3,-8,0.2,19
Cc1ccc(C(C)C)c(OCC(=O)NN=C2CCCCCCC2)c1,-11,1,-6,-7,-35,-4,4,-0.2,6
C=CCc1ccc(OCCCCNC(C)CC)c(OC)c1 (stereo not given),-8,1,1,11,-7,-8,4,-0.5,-1
CCOC(=O)c1nn(-c2ccc(F)cc2)c(=O)cc1OCC(=O)Nc1ccc(OCC)cc1,-3,0,6,-7,-24,-4,-3,1.4,-15
Cc1ccc(S(=O)(=O)NCC(=O)N(CC(=O)NC2CCCC2)c2ccc3c(c2)OCCO3)cc1,·,14,-7,-15,-19,-5,3,0.2,12
COc1ccc(Cn2c(N)c(C#N)c3nc4ccccc4nc32)cc1OC,-8,4,-28,-2,16,5,16,0.5,4
CCC(C)C(=O)Nc1cc(Cl)ccc1C(=O)O (stereo not given),-11,-1,2,1,4,-8,8,0.5,25
CCc1ccc(C(O)c2ncc(-c3ccc4ccccc4c3)[nH]2)cc1 (stereo not given),·,9,-11,-11,7,-1,3,1.8,-6
SMILES,CHO parental Ca,TAAR1 agonist,CHRM1 antagonist,CHO-K1 Ca antag,TAAR1 antagonist,CHRM1 agonist,CHRM1 PAM,M1 ag parental,CHO-K1 Ca PAM
COc1ccc(N2CCN(CC(=O)Nc3ncc(C)s3)CC2)cc1,10,0,-14,-2,-5,-2,13,-0.3,7
COc1ccccc1C(=O)NCC(=O)OCC(=O)c1cccc2ccccc12,-20,3,-15,-8,-7,0,15,3.2,13
Cc1cccc(CNC(=O)c2cc(S(=O)(=O)N3CCOCC3)cn2C)c1,-12,1,7,0,-7,-1,0,-0.3,18
N#Cc1ccc(/C=N/NC(=O)c2cccc(S(=O)(=O)N3CCOCC3)c2)cc1,-14,2,-10,12,12,-2,15,0.1,-16
N#Cc1cccc(OCCCN2CCC(C(O)(c3ccccc3)c3ccccc3)CC2)c1,·,22,·,-12,6,·,·,3.6,17
Cc1ccc(NC(=O)CSC(C)C(=O)OC(C)C(=O)NC2CCCCC2C)cc1 (stereo not given),-10,10,15,-9,6,-2,-8,0.3,3
COC(=O)c1cc(OC)c(OC)cc1NC(=S)N1CCCCC1,-6,7,-12,-9,3,-5,5,1.3,22
COc1ccccc1N1CCN(C(=O)CN(C)S(=O)(=O)c2cc(C)ccc2OC)CC1,-2,8,4,2,14,-4,1,5.4,7
Cc1cc(C(=O)NCc2cc(C(=O)O)co2)co1,-2,0,-18,-14,3,-2,13,0.8,12
COc1ccc(/C=C2\SC(=O)N(CCNC(=O)CCS(=O)(=O)c3ccc(C)cc3)C2=O)cc1,-25,7,1,14,27,-1,3,0.4,-10
O=C(O)c1ccc(OCc2ccc(C(=O)O)o2)cc1,-2,10,-6,-8,-17,-5,0,2.3,1
C[C@@H](CN1C(=O)C(=O)NC[C@@H]1Cc1ccc(O)cc1)NC(=O)Cc1ccccc1,0,11,-4,-16,-10,-3,7,0.6,11
CCOCCCn1c(=S)[nH]c2cc(C(=O)NC3CCCCC3C)ccc2c1=O (stereo not given),-2,0,-5,-9,-14,3,14,-0.7,0
NC(=O)Cc1cn(-c2ncc(C(F)(F)F)cc2Cl)c2ccccc12,7,23,11,-22,-6,-2,-6,0.9,11
Cc1ccc(Cn2c(C3CCCN3c3nc(-c4cc(Cl)c(N)c(Cl)c4)cs3)nc3cc(C(=O)NCCCO)ccc32)cc1 (stereo not given),-1,8,-3,-8,5,-4,4,0.0,5
CC(C)(C)n1nnnc1C(c1cccnc1)N1CCN(C2CCCCC2)CC1 (stereo not given),-7,5,-5,-15,-15,-7,0,0.2,5
Cc1nc2ccc(C(=O)N(C)Cc3ccco3)cn2c1N(C)C(=O)CCc1ccccc1,·,8,-9,0,-15,-3,3,0.7,13
CC(C)CNC(=O)c1cccc(C(=O)NCC(C)C)c1,-10,6,-9,-11,6,-7,9,0.7,21
O=C(c1cc([N+](=O)[O-])ccc1Cl)N1CCc2ccccc21,-24,-3,1,-1,-14,-7,-4,-1.1,-5
Cc1c(Cl)cccc1NC(=O)CSCc1cc(=O)[nH][nH]1,-2,2,-1,-1,7,2,9,0.1,13
Fc1cccc(Cl)c1CSC1=NCCS1,-13,-4,-4,-21,-2,-7,4,-0.2,8
COc1ccc(-c2ncncc2-c2ccccc2)c(O)c1,-14,0,-13,-8,0,-3,11,1.4,-5
CCN(CC(=O)Nc1c(F)cccc1F)C(=O)c1ccc(C(=O)c2ccccc2)cc1,-15,3,-8,4,16,5,19,2.8,17
O=S(=O)(c1cccc2c(S(=O)(=O)N3CCCC3)cccc12)N1CCCC1,-4,4,-14,-7,0,-5,5,-0.3,6
O=[N+]([O-])c1c(NCCO)cc(Sc2nc3ccccc3s2)c2nonc12,77*,·,16,10,·,-9,2,0.0,10

# A stretch taken from the entries so far, as a working copy:
SMILES,CHO parental Ca,TAAR1 agonist,CHRM1 antagonist,CHO-K1 Ca antag,TAAR1 antagonist,CHRM1 agonist,CHRM1 PAM,M1 ag parental,CHO-K1 Ca PAM
CC(C)(C)n1nnnc1C(c1cccnc1)N1CCN(C2CCCCC2)CC1 (stereo not given),-7,5,-5,-15,-15,-7,0,0.2,5
Cc1nc2ccc(C(=O)N(C)Cc3ccco3)cn2c1N(C)C(=O)CCc1ccccc1,·,8,-9,0,-15,-3,3,0.7,13
CC(C)CNC(=O)c1cccc(C(=O)NCC(C)C)c1,-10,6,-9,-11,6,-7,9,0.7,21
O=C(c1cc([N+](=O)[O-])ccc1Cl)N1CCc2ccccc21,-24,-3,1,-1,-14,-7,-4,-1.1,-5
Cc1c(Cl)cccc1NC(=O)CSCc1cc(=O)[nH][nH]1,-2,2,-1,-1,7,2,9,0.1,13
Fc1cccc(Cl)c1CSC1=NCCS1,-13,-4,-4,-21,-2,-7,4,-0.2,8
COc1ccc(-c2ncncc2-c2ccccc2)c(O)c1,-14,0,-13,-8,0,-3,11,1.4,-5
CCN(CC(=O)Nc1c(F)cccc1F)C(=O)c1ccc(C(=O)c2ccccc2)cc1,-15,3,-8,4,16,5,19,2.8,17
O=S(=O)(c1cccc2c(S(=O)(=O)N3CCCC3)cccc12)N1CCCC1,-4,4,-14,-7,0,-5,5,-0.3,6
O=[N+]([O-])c1c(NCCO)cc(Sc2nc3ccccc3s2)c2nonc12,77*,·,16,10,·,-9,2,0.0,10

# Remaining list, next part
SMILES,CHO parental Ca,TAAR1 agonist,CHRM1 antagonist,CHO-K1 Ca antag,TAAR1 antagonist,CHRM1 agonist,CHRM1 PAM,M1 ag parental,CHO-K1 Ca PAM
N#Cc1c(F)cccc1N1CCOCC1,-5,0,-6,-9,-17,-3,5,0.3,12
COc1ccc(C(=O)NCc2cc(C)nc3ccccc23)cc1OC,-11,0,21,1,-20,-2,-8,8.3,1
C=C(Cl)COc1ccc2c(CC)cc(=O)oc2c1,-18,8,7,-10,-11,-10,-5,-0.1,8
C[C@H](NC(=O)CC[C@H]1O[C@@H](n2ccc(=O)[nH]c2=O)[C@H](O)[C@@H]1O)c1cccc2ccccc12,·,2,-23,-11,-5,-3,3,0.3,14
N#Cc1ccccc1Sc1ccccc1C(=O)Nc1ccc(Br)cc1,17,3,-1,0,31,-6,-1,1.7,15
Cn1c(=O)c2c(nc(CN3CCOCC3)n2CCCc2ccccc2)n(C)c1=O,-11,0,-15,-8,8,-4,12,1.0,17
FC(F)Oc1ccc(/C=N/c2c(-c3ccc(OC(F)F)cc3)nc3n2CCS3)cc1,-8,4,-11,16,13,-2,-2,-0.3,-5
CCOc1ncccc1C(=O)OCc1ccc(C(=O)OC)o1,9,2,-3,-15,-9,-4,7,1.5,14
CCCCCCOC(=O)Cc1c(C)nc(-c2ccccc2)[nH]c1=O,-14,2,-10,-16,13,-3,8,-0.2,22
